Source: PubChem BioAssay (National Center for Advancing Translational Sciences (NCATS))
FLuc inh – Firefly luciferase inhibition profiling of diverse chemical library using quantitative high-throughput screening | 76,000 tested, 2.5% active | purified P. pyralis luciferase, luminescence, biochemical | Luciferin 4-monooxygenase (Photinus pyralis), P08659 | Potency, µM (doses to about 115 µM), for the others: at the top dose activity change, negative = inhibition, usual class: inhibitors | AID 1347043, 2019; further: potency means the concentration at half of the fitted maximal effect; nearly all actives have a fitted effect of over 65% in size
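Biochemical qHTS: compound (6-point titration) added to 10uM D-luciferin plus 10uM ATP in Tris acetate pH 7.5 buffer with Mg, Tween-20 and BSA, then purified enzyme at 10nM; light output imaged.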
IP6K1 inhibitor – Primary qHTS assay for small molecule inhibitors of Inositol hexaphosphate kinase 1 (IP6K1) | IP6K1 kinase, ADP-Glo luminescence, 2 h; stronger effect = lower value | activity change, % (series mostly up to about 58 µM) | 140,000 tested, 0.81% active; in the data active means activity change below about -25%
Target sequence (Q92551 whole entry, looked up): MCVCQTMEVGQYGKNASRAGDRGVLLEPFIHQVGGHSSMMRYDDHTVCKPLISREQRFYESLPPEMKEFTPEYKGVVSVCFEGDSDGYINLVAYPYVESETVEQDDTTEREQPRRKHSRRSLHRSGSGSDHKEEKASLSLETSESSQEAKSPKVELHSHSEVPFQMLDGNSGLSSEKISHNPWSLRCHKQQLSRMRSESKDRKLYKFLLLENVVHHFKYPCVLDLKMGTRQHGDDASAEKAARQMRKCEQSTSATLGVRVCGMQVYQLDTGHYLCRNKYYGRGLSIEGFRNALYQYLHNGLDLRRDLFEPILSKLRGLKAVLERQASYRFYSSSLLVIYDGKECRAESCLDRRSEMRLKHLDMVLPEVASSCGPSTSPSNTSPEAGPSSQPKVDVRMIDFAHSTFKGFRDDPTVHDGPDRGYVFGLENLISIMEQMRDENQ
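ADP-Glo luminescence measures ADP made by human IP6K1 during a 2 h RT reaction with ATP/IP6 (mix at 1.3 mM/130 uM); top library doses 57.5 and 19.1 uM final.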
HEK293 tox – Cytotoxic Profiling in HEK 293 Cell Line of Diverse Libraries Using Quantitative High-Throughput Screening | Potency, µM (titrated, usually from 115 µM), for inactives: at the top dose activity change, negative = cytotoxicity, actives largely listed as inhibitors | HEK 293 viability, ATP luminescence (CellTiter-Glo), 48-72 h | 94,000 tested, 6.6% active; further: potency means the concentration at half of the fitted maximal effect; nearly all actives have a fitted effect of over 60% in size
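HEK 293 cells at 250 cells/well were exposed to compounds by pintool transfer for 48 or 72 hr at 37 degree Celsius, 5% CO2. Viability was read as ATP-coupled luminescence with CellTiter-Glo after 10 min at room temperature.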
HEK293 viab – GF-AFC viability counterscreen for inhibitors of alpha-synuclein gene (SNCA) expression. AID 1671193, 2021. Potency, µM (doses to about 57.1 µM), for inactives: at the top dose activity change, negative = cytotoxicity, most hits filed as cytotoxic. 150,000 tested, 0.12% active. HEK-293-SNCA-luc viability, GF-AFC fluorescence, 24 h;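 further: potency means the concentration at half of the fitted maximal effect; 0% = DMSO-treated cells and -100% = medium-only wells without cells; nearly all actives have a fitted effect of over 30% in size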
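Cytotoxicity counterscreen: after 24 h compound treatment of genome-edited SNCA-luciferase HEK-293 cells, live-cell protease substrate GF-AFC read by fluorescence after 30 min; activity scaled between DMSO (0%) and medium-only (-100%), curves Hill-fitted.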
GPT2 inh – Primary qHTS assay for inhibitors of Glutamate pyruvate transaminase 2 (GPT2); Recombinant GPT2, coupled pyruvate oxidase/HRP Amplex Red fluorescence; AID 1671188, 2021; Potency, µM (series often up to 57.7 µM), inactives show at the highest dose activity change, negative = inhibition, actives largely listed as inhibitors; 100,000 tested, 0.25% active; further: potency means the concentration at half of the fitted maximal effect; nearly all actives have a fitted effect of over 60% in size; many of its hits are not listed in these tables
Target sequence (Q8TD30 whole entry, looked up): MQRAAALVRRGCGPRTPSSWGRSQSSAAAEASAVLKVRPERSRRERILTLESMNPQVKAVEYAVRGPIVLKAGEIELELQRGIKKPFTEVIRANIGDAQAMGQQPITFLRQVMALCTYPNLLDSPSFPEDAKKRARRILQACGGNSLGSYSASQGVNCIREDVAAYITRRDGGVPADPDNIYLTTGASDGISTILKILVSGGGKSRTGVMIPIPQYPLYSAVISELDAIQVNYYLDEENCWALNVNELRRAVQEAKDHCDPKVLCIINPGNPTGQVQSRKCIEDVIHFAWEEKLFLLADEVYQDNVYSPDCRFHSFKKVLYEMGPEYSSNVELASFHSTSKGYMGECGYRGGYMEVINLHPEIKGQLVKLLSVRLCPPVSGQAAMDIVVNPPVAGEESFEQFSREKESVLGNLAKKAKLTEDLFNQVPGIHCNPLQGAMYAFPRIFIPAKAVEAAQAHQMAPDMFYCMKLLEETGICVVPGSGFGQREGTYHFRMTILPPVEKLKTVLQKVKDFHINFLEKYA
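Recombinant GPT2 (10ng/uL) with 250uM a-KG and 2mM L-alanine, 30 min at room temperature, in HEPES pH 7.5 buffer. Pyruvate detected by pyruvate oxidase/HRP/Amplex Red fluorescence after 30 min in the dark; AOA (50uM) as positive control.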
3T3 cytotox – Cytotoxic Profiling in NIH 3T3 Cell Line of Diverse Libraries Using Quantitative High-Throughput Screening; NIH 3T3 viability, CellTiter-Glo ATP luminescence, 48-72 h; Potency, µM (top dose mostly 96.7 µM), inactives show top-dose activity change, negative = cytotoxicity, hits mostly inhibitors; 94,000 tested, 4.3% active; further: potency means the concentration at half of the fitted maximal effect; nearly all actives have a fitted effect of over 55% in size
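ATP-dependent luminescence (CellTiter-Glo) served as the viability signal for NIH 3T3 cells treated with compound for 48 or 72 hr at 37 °C.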
SNCA expr inhib – Primary qHTS assay for inhibitors of alpha-synuclein gene (SNCA) expression; HEK-293 SNCA-luciferase knock-in, luminescence, 24 h; Potency, µM (doses to about 57.2 µM), without a hit: at the top dose activity change, negative = inhibition, usual class: inhibitors; 140,000 tested, 0.17% active; AID 1671194, 2021;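 further: potency means the concentration at half of the fitted maximal effect; plate controls were DMSO cells for no effect and cell-free wells for full effect; nearly all actives have a fitted effect of over 45% in size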
Active calls of the source: *; i = inactive; ? = inconclusive; / = no result given; [ ] = another dose, or the depositor's remark. Unless noted, the call rests on the fitted dose curve; in most records, active means well fitted curve in the direction sought with a large enough effect; inconclusive means small, poorly fitted or top-dose-only effect, or another doubt; inactive means no such curve, though single readings can be large; an effect the other way counts as inactive or inconclusive. Unless noted, on the % scale 0 is the no-effect control and ±100 the full control effect. Rows are unselected; any-hit rate near 7.7%.

Preview:
#	mol	FLuc inh	IP6K1 inhibitor	HEK293 tox	HEK293 viab
1	O=C(c1cc(Cl)ccc1F)N1CCN(c2cc(-c3ccccc3)[nH]n2)CC1	2%	0	?	-4%
2	CN(C)c1ccc(-c2nnnn2[C@H]2CO[C@H]3[C@@H]2OC[C@H]3OCc2ccccc2)cc1	-22%[172 µM]	-1	-21%[172 µM]	3%[87.6 µM]
3	CC(C)Cc1nnc(NC(=O)C2CC(=O)N(c3n[nH]c4ccccc34)C2)s1 (centres undefined)	-4%	14	-6%	7%

#	GPT2 inh	3T3 cytotox	SNCA expr inhib
1	i	?	17%
2	-11%[88.5 µM]	-24%[138 µM]	4%[87.6 µM]
3	-11%	-8%	8%

The whole of this part (from the top)
#	mol	FLuc inh	IP6K1 inhibitor	HEK293 tox	HEK293 viab
1	O=C(c1cc(Cl)ccc1F)N1CCN(c2cc(-c3ccccc3)[nH]n2)CC1	2%	0	?	-4%
2	CN(C)c1ccc(-c2nnnn2[C@H]2CO[C@H]3[C@@H]2OC[C@H]3OCc2ccccc2)cc1	-22%[172 µM]	-1	-21%[172 µM]	3%[87.6 µM]
3	CC(C)Cc1nnc(NC(=O)C2CC(=O)N(c3n[nH]c4ccccc34)C2)s1 (centres undefined)	-4%	14	-6%	7%
4	COCc1cn([C@H]2CO[C@H]3[C@@H]2OC[C@H]3OC(=O)Nc2cccc(C(F)(F)F)c2)nn1	-2%[172 µM]	-15	79µM*	-6%[87.6 µM]
5	COC(=O)c1ccccc1NC(=O)CCn1nc(C)c2c(C)n(-c3ccccc3)nc2c1=O	/	15	/	-2%
6	Cc1ccc2oc(-c3ccc(C)c(NC(=O)c4ccc(-c5ccccc5[N+](=O)[O-])o4)c3)nc2c1	/	8	/	-2%
7	CNC(=O)C1(N2CCC[C@H]2C(=O)N2CCOCC2)CCCCC1	0%[172 µM]	5	i	1%[87.6 µM]
8	COCCOc1ncccc1-c1noc([C@@H]2CCCN2Cc2ccc(CO)o2)n1	10%[172 µM]	-12	0%[172 µM]	-1%[87.6 µM]
9	O=C(Cn1ccn2nc(-c3ccc(F)cc3)c(CO)c2c1=O)N1CCN(c2ccccc2)CC1	1%	1	-9%	7%
10	O=C([C@@H]1C[C@H](Oc2cccnc2)CN1S(=O)(=O)c1ccc2c(c1)CCC2)N1CCCC1	7%	0	?	-16%
11	COCCOCc1nc(C2CCCN2C(=O)NC2CCCCC2)no1 (centres undefined)	-8%	-1	-5%	2%
12	COc1cccc(NC(=O)CSc2nccn2C2CCCC2)c1	/	2	/	3%
13	COc1ccc(-c2ccc3ncc(Nc4ccc(F)c(Cl)c4)n3n2)cn1	2%[172 µM]	-16	-13%[172 µM]	4%[87.6 µM]
14	CNC(=O)[C@@H]1CN(C(=O)Cc2ccccc2Br)C[C@H]1CO	-3%	5	0%	2%
15	Cc1ccc(C)c(S(=O)(=O)c2cn(Cc3ccccc3)c3cc(N4CCCC4)c(F)cc3c2=O)c1	/	19	/	9%

#	GPT2 inh	3T3 cytotox	SNCA expr inhib
1	i	?	17%
2	-11%[88.5 µM]	-24%[138 µM]	4%[87.6 µM]
3	-11%	-8%	8%
4	-16%[88.5 µM]	?	4%[87.6 µM]
5	/	/	-7%
6	/	/	131%[activator]
7	-2%[88.5 µM]	1%[138 µM]	-5%[87.6 µM]
8	-12%[88.5 µM]	i	-11%[87.6 µM]
9	-17%	-6%	8%
10	-2%	?	2%
11	i	i	0%
12	/	/	129%[activator]
13	-17%[88.5 µM]	?	?
14	i	i	?
15	/	/	14%

The list goes on.
#	mol	FLuc inh	IP6K1 inhibitor	HEK293 tox	HEK293 viab
16	O=C1O[C@@H]2[C@H]3[C@@H]([C@H]1C[C@H]2O)N(c1ccccc1)C(=S)N3Cc1ccccc1	-16%[172 µM]	-6	-20%[172 µM]	-25%[87.6 µM]
17	CCc1ccc(CNC(=O)C2Cn3cccc3C(=O)N2)cc1 (centres undefined)	-2%	-4	4%	7%
18	COc1ccccc1C(=O)N(C)Cc1cccn1C	-1%[172 µM]	-5	2%[172 µM]	-11%[87.6 µM]
19	CC(=O)Nc1cccc(-c2ccc3c(n2)CN(Cc2ccccc2)C(=O)CO3)c1	-2%[172 µM]	-19	?	-11%[87.6 µM]
20	CCn1c(C2CCCN(C(=O)CN3C(=O)NC(=O)C3(C)C)C2)nn(C)c1=O (centres undefined)	10%	-3	i	-4%
21	COc1ccc(-c2cc(N3CCC(NC(=O)Cc4ccc(F)cc4)CC3)n[nH]2)cc1	-6%	25	?	-9%
22	O=C(Cn1ccn2nc(-c3ccc(F)cc3)c(CO)c2c1=O)NCc1ccc(F)cc1F	-8%	3	-2%	6%
23	COCCN1C(=O)[C@H]2CN(Cc3cccc(Cl)c3F)C[C@H]2C1=O	5%	1	-4%	-6%
24	C[S+](=O)([O-])N1CCC(Cn2ccc3c(N4CCOCC4)nc(-c4cccc5[nH]ccc45)cc32)CC1	-10%	-8	?	-2%
25	Cc1ccc(NC(=O)c2oc3ccccc3c2NC(=O)c2ccccc2C)cc1	/	-11	/	-7%
26	CC(C)c1ccccc1OCC(=O)c1ccc2c(c1)N(CC(=O)NCC1CC1)C(=O)CO2	5%	4	?	-19%
27	COc1cc(=O)n2c(c1C(=O)Nc1ccc(C(C)C)cc1)CCCC2	-11%	-15	?	-10%
28	CCCSc1nnc2[nH]c(=O)cc(C)n12	/	11	/	9%
29	O=C(COc1ccccc1[N+](=O)[O-])N(Cc1ccco1)c1ccccn1	/	2	/	-2%
30	O=C(NCCc1ccccc1)c1ccc2nc(CCc3ccccc3)oc2c1	/	17	/	9%

#	GPT2 inh	3T3 cytotox	SNCA expr inhib
16	1%[88.5 µM]	-26%[138 µM]	0%[87.6 µM]
17	?	-16%	14%
18	i	-3%[138 µM]	-3%[87.6 µM]
19	-5%[88.5 µM]	?	-4%[87.6 µM]
20	i	-5%	-16%
21	2%	?	-12%
22	1%	i	-2%
23	-3%	-19%	-26%
24	-9%	-29%	?
25	/	/	0%
26	-9%	-13%	5%
27	i	?	?
28	/	/	0%
29	/	/	85%[activator]
30	/	/	112%[activator]

The listing continues:
#	mol	FLuc inh	IP6K1 inhibitor	HEK293 tox	HEK293 viab
31	COc1ccccc1CNC[C@H]1O[C@@H]2C[C@@H](CC(=O)NC(C)C)O[C@@H]2[C@@H]1O	-4%[172 µM]	5	i	3%[87.6 µM]
32	NC(=O)c1cccc(-c2ccc3c(n2)CN(Cc2ccc(C(F)(F)F)cc2)C(=O)CO3)c1	11%	5	?	-3%
33	COc1cc(=O)n2c(c1C(=O)Nc1cc(Cl)ccc1Cl)CCCC2	1%	-13	?	7%
34	Cc1sc2ncn(CC(=O)Nc3ccc(F)cc3Cl)c(=O)c2c1S(=O)(=O)N1CCN(c2ncccn2)CC1	/	-7	/	-2%
35	CCCCOC(=O)N1CC(=O)N(Cc2ccco2)CC(O)C1 (centres undefined)	/	-2	?	/
36	CC(C)(C)C1CCc2nc(NC(=O)COc3ccccc3[N+](=O)[O-])sc2C1 (centres undefined)	/	11	/	4%
37	CN(C)C(=O)NCCNC(=O)c1ccc(-c2cncnc2)cc1	/	-7	0%[172 µM]	/
38	CCc1c(C)nc(-c2ccc(F)cc2)n(CC(=O)Nc2ccc(OC)c(OC)c2)c1=O	5%	-4	-29%	-17%
39	COc1cccc(N2CCN(C(=O)c3cnc4c(C)cccn4c3=O)CC2)c1	/	51	/	10%
40	CC1CCN(c2ccc(CNC(=O)CC3CCOCC3)cc2)CC1	-10%	-4	?	-10%[12.5 µM]
41	c1cc(-c2cc(-c3ccncc3)c3cncn3c2)cc(N2CCOCC2)c1	-10%[172 µM]	5	?	-12%[87.6 µM]
42	N#Cc1ccc(CN2CCC3(CC2)OCCN(CCc2ccccc2)C3=O)cc1	-3%[172 µM]	5	?	-9%[87.6 µM]
43	COc1ccc(CNCCC(c2ccccc2)c2ccc3c(c2)OCO3)cc1 (centres undefined)	/	6	/	?
44	Cc1nc(-c2cccnc2)ncc1C(=O)N1CCC2(CC1)CC(=O)N(C)C2	-5%	-6	-2%	4%
45	Cc1ncsc1CN(C)C1CCc2nn(CC3CC3)c(=O)n2CC1 (centres undefined)	2%	3	-19%	6%

#	GPT2 inh	3T3 cytotox	SNCA expr inhib
31	1%[88.5 µM]	i	7%[87.6 µM]
32	3%	?	-29%
33	2%	-15%	-7%
34	/	/	-8%
35	/	-33%	/
36	/	/	-20%
37	/	-18%[138 µM]	/
38	-18%	-2%	2%
39	/	/	31%
40	i	-14%	?
41	i	22µM*	?
42	-24%[88.5 µM]	?	-11%[87.6 µM]
43	/	/	?
44	i	-2%	-9%
45	i	-20%	4%

Compound profiles, from the list above. Order of values: FLuc inh, IP6K1 inhibitor, HEK293 tox, HEK293 viab, GPT2 inh, 3T3 cytotox, SNCA expr inhib
Results for Cc1nc(-c2cccnc2)ncc1C(=O)N1CCC2(CC1)CC(=O)N(C)C2 = -5%, -6, -2%, 4%, i, -2%, -9%
Results for CC1CCN(c2ccc(CNC(=O)CC3CCOCC3)cc2)CC1 = -10%, -4, ?, -10%[12.5 µM], i, -14%, ?
Results for CC(C)(C)C1CCc2nc(NC(=O)COc3ccccc3[N+](=O)[O-])sc2C1 (centres undefined) = /, 11, /, 4%, /, /, -20%

The list continues:
#	mol	FLuc inh	IP6K1 inhibitor	HEK293 tox	HEK293 viab
46	CN1CCC(N2CCC(N3C(=O)C4(CCCCC4)C3c3ccncc3)CC2)CC1 (centres undefined)	3%	3	-1%	2%[12.5 µM]
47	Cc1cccc(NC(=O)c2sc3ncnc(N(C)C4CCCCC4)c3c2C)c1C	/	54	/	-2%
48	Cc1ccc(S(=O)(=O)CCC(=O)N2CCN(c3nc4c(C)c(Cl)ccc4s3)CC2)cc1	/	5	/	-3%
49	Cc1ccc2nc(-c3cccnc3)c(Nc3ccccc3C)n2c1	/	-5	/	-6%
50	CC(=O)Nc1cccc(C(=O)NCCn2ccn3nc(-c4ccc(F)cc4)cc3c2=O)c1	20µM*	3	45µM*	-16%

#	GPT2 inh	3T3 cytotox	SNCA expr inhib
46	-22%	-13%	-25%
47	/	/	-30%
48	/	/	5%
49	/	/	26%
50	0%	?	82%[activator]
